Compound activity as filed in PubChem.
CHO parental Ca – counter-screen: ATP calcium response change in parental CHO cells | parental CHO-K1, ATP-induced calcium, Fluo-8 fluorescence | inhibition, % at 5.6 µM | actives 0.63% (n = 330,000);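 active = inhibition above that plate's mean sample inhibition plus 3 SD, cut at about 26% in these data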;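 also: 0% = ATP-challenged DMSO wells and 100% = DMSO wells without ATP; some compounds past the cut are filed as inactive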
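test system = CHO parental line | reagent = ATP stimulus | measured by = intracellular calcium via Fluo-8 no-wash fluorescent dye | control set = ATP and no-ATP DMSO wells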
OXTR potentiate – human OXTR potentiation | actives 0.061% (n = 320,000) | activation, % at 3 µM | CHO-OTR cells, Fluo-8 calcium fluorescence, potentiator mode; 0% = oxytocin EC15, 100% = EC100;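 active = activation above that plate's cutoff, the mean activation of tested compounds plus 3 SD, cut at about 6.6% in these data, passing the limit was not always enough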;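 also: 100% uses oxytocin at 75 nM as the full agonist control; some results filed as inactive read as strong as hits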
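Measured by – Fluo-8 calcium dye fluorescence · Test system – human OTR in CHO cells · Dosing – one concentration, 3.0 µM compound · Controls – EC15 oxytocin alone as 0%, 75 nM oxytocin as 100% · Evaluation – normalized max/min fluorescence ratio, % activation · Timing – 6 min pre-incubation, 100 s read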
V1aR counter – activates human V1a receptor in oxytocin agonist counter-screen | AID 2797 | CHO-V1R cells, Fluo-8 calcium fluorescence, agonist mode; 0% DMSO, 100% 3 nM vasopressin | actives 0.25% (n = 320,000) | P37288 | activation, % at 3 µM;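 active = activation above the mean activation of all tested compounds plus 3 SD, per screening run, cut at about 20% in these data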;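 also: signal is peak over basal fluorescence ratio across a 100 second FLIPR read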
Target sequence (P37288 whole entry, looked up): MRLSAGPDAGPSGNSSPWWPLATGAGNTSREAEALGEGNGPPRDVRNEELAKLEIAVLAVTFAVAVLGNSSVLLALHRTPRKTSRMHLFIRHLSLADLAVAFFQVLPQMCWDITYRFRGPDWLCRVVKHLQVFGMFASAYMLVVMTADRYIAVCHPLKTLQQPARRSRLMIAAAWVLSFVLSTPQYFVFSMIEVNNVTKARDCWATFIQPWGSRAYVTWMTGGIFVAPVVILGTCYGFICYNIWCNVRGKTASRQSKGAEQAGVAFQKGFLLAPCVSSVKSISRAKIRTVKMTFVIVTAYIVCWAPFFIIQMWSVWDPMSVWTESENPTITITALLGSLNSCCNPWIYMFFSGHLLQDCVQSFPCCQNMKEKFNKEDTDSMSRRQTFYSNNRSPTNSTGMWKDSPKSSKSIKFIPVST
M1 PAM parental – M1 PAM counterscreen hit in parental CHO-K1 cells; ATP EC20, Fluo-8 calcium fluorescence; 0% at ATP EC20, 100% at ATP max; activation, % at 3 µM; actives 0.02% (n = 360,000); AID 602247;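 active = activation above the run cutoff, the mean activation of all test compounds plus 3 SD, cut at about 40% in these data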;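 also: peak over basal fluorescence ratio in a 140 s read after ATP addition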
TAAR1 antag – human TAAR1 antagonism. CHO RD-HGA16 TAAR1, Fluo-8 calcium fluorescence, antagonist. inhibition, % at 3 µM. actives 1.5% (n = 360,000);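 active = inhibition above a per-plate cutoff, the mean inhibition of test compounds on that plate plus 3 SD, cut at about 49% in these data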;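 also: 0% = DMSO plus EC80 beta-PEA response and 100% = DMSO alone without agonist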
Target sequence (Q96RJ0 whole entry, looked up): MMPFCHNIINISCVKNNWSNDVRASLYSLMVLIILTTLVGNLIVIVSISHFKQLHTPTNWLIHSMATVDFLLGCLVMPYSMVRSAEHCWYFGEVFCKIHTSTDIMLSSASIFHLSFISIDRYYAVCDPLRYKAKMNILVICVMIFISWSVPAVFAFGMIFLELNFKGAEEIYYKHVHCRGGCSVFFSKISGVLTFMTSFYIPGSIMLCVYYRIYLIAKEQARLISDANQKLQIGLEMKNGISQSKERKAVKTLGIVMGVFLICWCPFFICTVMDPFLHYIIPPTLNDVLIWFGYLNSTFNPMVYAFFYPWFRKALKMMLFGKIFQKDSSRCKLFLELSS
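Test system – hTAAR1-expressing CHO RD-HGA16 cells, Gα16-coupled · Reagent – β-PEA at EC80 concentration, post-compound challenge · Compound dosing – 3 µM, single point · Timing – 140 s kinetic read after compound, 140 s after agonist · Detection – Fluo-8 intracellular calcium dye fluorescence, real-time kinetic reads · Control set – DMSO and EC80 PEA controls · Repeats – n of 1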
M1 ag parental – M1 agonist counterscreen hit in parental CHO-K1 cells; Fluo-8 calcium fluorescence; scaled to maximal ATP response, vehicle zero; activation, % at 3 µM; actives 0.48% (n = 360,000); in the data active = activation above about 15%;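 also: untransfected CHO-K1 host cells lacking M1 receptor as counterscreen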
OXTR agonist – activates the human oxytocin receptor; P30559; CHO-OTR cells, Fluo-8 calcium fluorescence; normalized: DMSO 0%, oxytocin 100%; activation, % at 3 µM; actives 0.32% (n = 320,000);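 active = activation above the mean of all tested compounds plus 3 SD, cutoff set per screening run, cut at about 20% in these data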;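 also: peak over basal fluorescence ratio from a 100 s FLIPR kinetic read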
GPR7 antagonist – antagonists of human GPR7 (neuropeptides B/W receptor 1); P48145; GPR7-expressing cells, fluorescence antagonist assay; inhibition, % at 4.4 µM; actives 1.1% (n = 290,000); in the data active = inhibition above about 16%, passing the limit was not always enough;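 also: cells stimulated with the agonist NPW; 0% = agonist with vehicle and 100% = vehicle without agonist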
Target sequence (P48145 whole entry, looked up): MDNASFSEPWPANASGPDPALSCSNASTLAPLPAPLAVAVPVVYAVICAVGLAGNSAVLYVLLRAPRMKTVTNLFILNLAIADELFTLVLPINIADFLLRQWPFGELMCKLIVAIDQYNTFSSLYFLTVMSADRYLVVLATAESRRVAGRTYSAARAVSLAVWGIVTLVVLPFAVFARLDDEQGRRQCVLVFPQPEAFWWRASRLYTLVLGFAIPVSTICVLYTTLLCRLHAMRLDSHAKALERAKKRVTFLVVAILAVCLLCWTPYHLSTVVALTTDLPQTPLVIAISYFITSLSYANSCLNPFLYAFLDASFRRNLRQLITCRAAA
CHO-K1 Ca antag – M1 antagonist counterscreen hit in parental CHO-K1 cells; inhibition, % at 3 µM; ATP-induced calcium, Fluo-8 fluorescence; AID 602250; actives 0.6% (n = 360,000);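 active = inhibition above a per-plate cutoff, the plate's mean sample inhibition plus 3 SD, cut at about 24% in these data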;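 also: 0% = DMSO plus EC80 ATP and 100% = DMSO alone without ATP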
Numbers without * were called inactive; · = no result given.

SMILES	CHO parental Ca	OXTR potentiate	V1aR counter	M1 PAM parental	TAAR1 antag	M1 ag parental	OXTR agonist	GPR7 antagonist	CHO-K1 Ca antag
Cc1cc(NC(=O)CN2C(=O)NC(C)(c3ccccc3Cl)C2=O)no1 (stereo not drawn)	-10	4	0.7	-6	7	0.4	2.1	·	-1
Cc1nc2ccccc2c(=O)n1NCc1cccs1	-11	-2	0.0	-12	-6	1.1	-0.8	-5	15
COCCNC(=S)NC12CC3CC(CC(C3)C1)C2	-5	-2	-0.6	10	3	1.1	-1.3	6	-5
CN(C)S(=O)(=O)c1ccc(NC(=O)c2cccnc2)cc1	-3	-10	0.5	24	15	0.3	0.7	-6	-8
COc1ccccc1OCCSc1nc2ccccc2n1CCC(=O)O	-1	-9	0.0	15	-9	0.5	-1.2	0	-5
CCOC(=O)CC1C(=O)NCCN1S(=O)(=O)c1cccc(C(F)(F)F)c1 (stereo not drawn)	-5	-8	0.1	10	-18	1.0	0.2	-15	-2
CCOC(=O)c1ccccc1NC(=O)Cc1c(C(=O)O)n(C)c2ccccc12	-19	-19	-0.9	-2	-10	0.2	-2.0	-8	-11
CCOC(=O)c1cc2oc(C)cc2n1CC(=O)OC1CCCCC1	-20	1	-1.1	-6	22	-0.9	-1.8	-17	4
CSc1cccc(-n2c(C)cc(C(N)=O)c2C)c1	-26	-7	0.1	21	0	1.6	-1.9	7	-8
CCOC(=O)c1ccc(N(CCC2CO2)S(=O)(=O)c2ccc(C)cc2)cc1 (stereo not drawn)	·	·	·	0	-5	-0.2	·	·	2
ON=C1C2CC=C(c3ccccc3)C1CCC2 (stereo not drawn)	·	·	·	14	5	-0.9	·	·	0
CCOc1ccccc1NC(=O)CSc1nnnn1-c1ccc(C(=O)OC)cc1	-16	-4	-0.2	-5	2	0.0	-0.8	1	-9
COc1ccc(OC)c(S(=O)(=O)Nc2cccc3ccccc23)c1	-48	-8	-0.4	10	15	1.5	0.9	·	-2
N#Cc1ccc(C(=O)Nc2cc(S(=O)(=O)Nc3ccc(Cl)cc3)ccc2N2CCCCC2)cc1	-21	-7	0.3	-3	-36	-0.8	-2.8	-3	-1
Cc1c(C(=O)Nc2ccncc2)oc2c1C(=O)CC(C)(C)C2	6	0	2.7	0	-33	2.1	3.2	-11	-6
O=C(Cc1ccccc1)NCc1ccc2c(c1)OCO2	-14	-8	0.2	4	-3	0.2	-0.1	-5	-6
O=C1CC(c2ccccc2)CC(O)=C1C=NCCc1ccccc1 (stereo not drawn)	-7	-14	-0.6	16	28	3.6	-1.2	-10	-13
COc1ccc(-c2nc(-c3ccccc3)ncc2S(C)(=O)=O)cc1	-3	-6	-0.5	26	10	1.4	0.6	-16	-8
C=CCN1C(=O)SC(Cc2cccc(OC)c2O)C1=O (stereo not drawn)	-6	-4	-0.5	31	3	1.0	-0.8	-11	-15
CC1CCN(C(=O)c2ccc(S(=O)(=O)N3CCCC3)cc2)CC1	-2	-5	0.2	-4	3	0.4	0.6	·	-9
CC(Oc1ccc2c(-c3ccccc3)cc(=O)oc2c1)C(=O)N1CCOCC1 (stereo not drawn)	-12	3	0.8	3	-7	0.1	2.3	·	-10
COc1ccc(S(=O)(=O)NCc2ccc3c(c2)OCO3)cc1C	-11	-4	0.5	5	3	0.7	-0.2	14	10
COc1cc(NC2c3ccccc3C(=O)N2Cc2ccc3c(c2)OCO3)cc(OC)c1 (stereo not drawn)	-11	-7	-0.3	18	2	0.9	-1.4	0	-19
CCOc1ccc2oc(=O)cc(C)c2c1	0	-2	-0.5	6	-2	-0.1	-1.3	-5	-4
CC(=O)Nc1sc(NC(=O)c2ccc(C)cc2)nc1-c1cccs1	-13	2	-0.1	-5	-12	0.0	-1.4	-16	4
Cc1cc(C)cc(NC(=O)C(=O)NCCCN2CCOCC2)c1	-3	0	1.0	4	-3	-0.3	-0.3	-1	0
COc1cc(/C=C/[N+](=O)[O-])ccc1OC(=O)/C=C/c1ccc(F)cc1	-1	-22	12	-10	-3	6.5	5.0	23	5
CC1(c2ccc3ccccc3c2)NC(=O)N(CC(=O)N2CCCC(C(F)(F)F)C2)C1=O (stereo not drawn)	-12	-7	7.3	18	-5	2.0	7.1	·	6
Cc1cc(C)nc(NS(=O)(=O)c2ccc(N/C=C/C(=O)c3ccc(Cl)cc3)cc2)n1	-19	-8	1.1	20	-9	1.3	0.7	1	-6
CCCCC(=O)Nc1ccc(C(=O)NNC(=S)NC(=O)c2ccccc2[N+](=O)[O-])cc1	-6	7	0.2	26	-38	-0.5	0.6	-1	-13
O=C(CSCc1ccc([N+](=O)[O-])cc1)Nc1ccccc1C(=O)O	12	-11	-1.1	27	-26	1.0	-1.9	1	-15
O=C(c1ccccc1F)N1CCN(c2ccc([N+](=O)[O-])cc2-n2cccc2)CC1	-20	-4	-0.9	0	-34	0.6	-0.1	13	0
Cc1ccc(NC(=O)COC(=O)c2sccc2C)cc1S(=O)(=O)N1CCOCC1	-3	-2	0.9	10	-10	2.5	1.2	-9	-1
COc1ccc(NC(=O)COC(=O)c2cc(SC)ccc2Cl)c(OC)c1	2	-8	0.0	21	-4	1.1	-1.6	-6	-17
O=C(O)c1ccc(/C=N/n2cc(-c3ccccc3)[nH]c2=S)cc1	-1	2	0.0	19	-10	0.1	-0.5	1	-10
Cc1ccc(S(=O)(=O)NCc2ccc(C(=O)N3CCN(c4ccc([N+](=O)[O-])cc4)CC3)cc2)cc1	23	-12	8.9	-2	-31	9.5	3.9	41*	6

11 entries from above, with values under each structure:
The line under a structure holds: CHO parental Ca | OXTR potentiate | V1aR counter | M1 PAM parental | TAAR1 antag | M1 ag parental | OXTR agonist | GPR7 antagonist | CHO-K1 Ca antag
- Cc1cc(C)cc(NC(=O)C(=O)NCCCN2CCOCC2)c1
  -3 | 0 | 1.0 | 4 | -3 | -0.3 | -0.3 | -1 | 0
- COc1cc(/C=C/[N+](=O)[O-])ccc1OC(=O)/C=C/c1ccc(F)cc1
  -1 | -22 | 12 | -10 | -3 | 6.5 | 5.0 | 23 | 5
- CC1(c2ccc3ccccc3c2)NC(=O)N(CC(=O)N2CCCC(C(F)(F)F)C2)C1=O (stereo not drawn)
  -12 | -7 | 7.3 | 18 | -5 | 2.0 | 7.1 | · | 6
- Cc1cc(C)nc(NS(=O)(=O)c2ccc(N/C=C/C(=O)c3ccc(Cl)cc3)cc2)n1
  -19 | -8 | 1.1 | 20 | -9 | 1.3 | 0.7 | 1 | -6
- CCCCC(=O)Nc1ccc(C(=O)NNC(=S)NC(=O)c2ccccc2[N+](=O)[O-])cc1
  -6 | 7 | 0.2 | 26 | -38 | -0.5 | 0.6 | -1 | -13
- O=C(CSCc1ccc([N+](=O)[O-])cc1)Nc1ccccc1C(=O)O
  12 | -11 | -1.1 | 27 | -26 | 1.0 | -1.9 | 1 | -15
- O=C(c1ccccc1F)N1CCN(c2ccc([N+](=O)[O-])cc2-n2cccc2)CC1
  -20 | -4 | -0.9 | 0 | -34 | 0.6 | -0.1 | 13 | 0
- Cc1ccc(NC(=O)COC(=O)c2sccc2C)cc1S(=O)(=O)N1CCOCC1
  -3 | -2 | 0.9 | 10 | -10 | 2.5 | 1.2 | -9 | -1
- COc1ccc(NC(=O)COC(=O)c2cc(SC)ccc2Cl)c(OC)c1
  2 | -8 | 0.0 | 21 | -4 | 1.1 | -1.6 | -6 | -17
- O=C(O)c1ccc(/C=N/n2cc(-c3ccccc3)[nH]c2=S)cc1
  -1 | 2 | 0.0 | 19 | -10 | 0.1 | -0.5 | 1 | -10
- Cc1ccc(S(=O)(=O)NCc2ccc(C(=O)N3CCN(c4ccc([N+](=O)[O-])cc4)CC3)cc2)cc1
  23 | -12 | 8.9 | -2 | -31 | 9.5 | 3.9 | 41* | 6

The results go on.
SMILES	CHO parental Ca	OXTR potentiate	V1aR counter	M1 PAM parental	TAAR1 antag	M1 ag parental	OXTR agonist	GPR7 antagonist	CHO-K1 Ca antag
COc1ccc(CN2CCC[C@]3(N[C@H](c4ccc(OC)cc4)[C@@H]4C(=O)N(Cc5ccccc5)C(=O)[C@@H]43)C2=O)cc1	·	·	·	22	-7	1.9	·	·	-3
CC1(C)CC(=O)/C(=C(\O)Cc2ccccc2)C(=NCCCCCC(=O)O)C1	-6	-4	0.2	19	-9	1.0	0.5	-5	-13
Cc1cc(C(=O)NC(=S)Nc2ccccc2N2CCCC2)ccc1[N+](=O)[O-]	-35	-6	-0.8	12	-4	0.5	-0.8	-18	-5
COc1ccc(-c2cc(NC(C)=O)c3ncc(-c4cccc(C(C)=O)c4)n3c2)cc1OC	·	·	·	-6	27	3.1	·	·	1
NC(=O)c1cc(-c2ccccc2)nc(Oc2ccccc2)n1	-19	-4	0.1	8	12	-0.6	-0.5	-16	9
Cc1ccc(C)c(NS(=O)(=O)c2ccc3c(c2)NC(=O)CO3)c1	-7	-10	1.6	24	-2	0.8	1.0	-8	-16
O=C(CSc1ncn[nH]1)N1CCN(c2nnc(-c3ccccc3)c3ccccc23)CC1	1	-2	-1.0	3	-11	0.2	-2.1	-6	1
O=C(NCCCN1CCOCC1)c1cnn2c(-c3ccccc3)cc(-c3ccccc3)nc12	-26	-1	0.6	1	33	5.8	0.1	-4	-34
O=C(NNc1nc2ccccc2s1)Nc1ccccc1	-11	-2	0.2	19	0	0.1	-0.9	1	-7
CC1(C)CCC(=O)c2ccccc21	·	·	·	9	2	1.0	·	·	-16
COc1cccc(CN2CCC2(C)C(=O)Nc2ccc(C)c(O)c2)c1F (stereo not drawn)	·	·	·	-10	5	1.0	·	·	5
CCOC(=O)C1(C)CCCN(C(=O)c2ccccc2OC(F)(F)F)C1 (stereo not drawn)	·	·	·	15	-27	0.5	·	·	1
CNC(=S)N(CCO)Cc1cc2cc3c(cc2[nH]c1=O)OCCO3	-8	-8	0.0	1	2	0.5	-0.5	11	-13
CSc1ccn(CCC(=O)O)c(=O)n1	-3	-8	0.5	3	0	0.1	3.2	2	-5
O=C(c1cc2ccccc2o1)N1CCN(S(=O)(=O)c2ccc(F)c(F)c2F)CC1	-2	-8	1.5	8	-3	1.0	1.3	·	-14
CCOC(=O)N1CCN(C(=O)c2ccc(S(=O)(=O)Nc3cccc(C(F)(F)F)c3)cc2)CC1	10	-8	7.6	8	·	5.9	6.7	·	3
COCCNc1oc(-c2cccs2)nc1S(=O)(=O)c1ccc(C)cc1	-17	-5	-0.3	1	-17	0.3	-0.4	-4	-4
COc1ccccc1C1C2=C(COC2=O)Nc2cc3c(cc21)OCO3 (stereo not drawn)	-7	-19	1.2	24	9	0.5	3.1	4	-12
O=C(Nc1ccc(F)cc1)C(=O)c1c(O)[nH]c2ccc([N+](=O)[O-])cc12	-5	-5	0.0	13	·	0.1	-1.3	-5	-4
COCCN(CCOC)C(=O)CN1C(=O)NC(Cc2c[nH]c3ccccc23)C1=O (stereo not drawn)	-10	-13	2.6	26	-22	1.6	0.0	2	-17
O=C(NCCS(=O)(=O)N1CCc2ccccc2C1)c1ccccc1	-27	3	-0.8	15	-20	0.0	0.3	·	-3

Random draw from the library. Share with any hit: about 3.5%.
